D3 antag – antagonists of human D3 dopamine receptor. P35462. D3R cells, DiscoveRx beta-arrestin luminescence, antagonist mode; hits give low values. max response, negative = inhibition, %. 360,000 tested, 2.5% active; in the data active = max response below about -50%; inconclusive = no clear call, values can overlap the other calls; note: % is set by controls: 0 for no effect and ±100 for the full control effect; mostly tested at two doses, the higher about 12 µM
Target sequence (P35462 whole entry, looked up): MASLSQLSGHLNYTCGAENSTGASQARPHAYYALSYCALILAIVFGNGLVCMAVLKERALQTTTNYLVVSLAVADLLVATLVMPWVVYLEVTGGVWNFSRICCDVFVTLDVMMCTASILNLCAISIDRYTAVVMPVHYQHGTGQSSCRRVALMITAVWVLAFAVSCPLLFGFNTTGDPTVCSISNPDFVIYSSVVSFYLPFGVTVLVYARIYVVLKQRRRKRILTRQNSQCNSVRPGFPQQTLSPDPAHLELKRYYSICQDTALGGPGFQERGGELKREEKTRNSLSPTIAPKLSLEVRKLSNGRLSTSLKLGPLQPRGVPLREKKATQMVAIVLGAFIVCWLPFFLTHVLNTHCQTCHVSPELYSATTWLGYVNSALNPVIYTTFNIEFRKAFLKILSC
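Cells expressing the human receptor were seeded at 1500 cells/well, incubated overnight at 37 degrees C in 5% CO2, then exposed to library compounds with dopamine controls for 90 minutes at 37 degrees C before luminescent detection.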
GLP1R inv ag – inverse agonists of human GLP-1 receptor; P43220; HEK293 GLP-1R CRE-luciferase, luminescence, 24 h; GLP-1R form is constitutively active; Potency, µM (titrated, usually from 38.3 µM), for inactives: at the highest dose activity change, negative = inhibition, hits mostly inhibitors; 410,000 tested, 1.6% active; AID 624417; note: potency is the fitted concentration of half-maximal effect; % is set by controls: 0 for no effect and ±100 for the full control effect; nearly all actives have a fitted effect of over 55% in size
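Cells are plated, allowed 12 hours at 37 deg C, then treated with compounds for 24 hr before luciferase detection reagent is added and luminescence is read after 12 min at room temperature. The HEK293 line carries constitutively active GLP-1R with a cAMP-responsive reporter.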
HEK293 tox – cytotoxicity in counter-screen for GLP-1R inverse agonists; HEK293 cAMP-luciferase reporter cells, luminescence, 24 h; Potency, µM (series often up to 38.3 µM), for the others: top-dose activity change, negative = inhibition, hits mostly inhibitors; 410,000 tested, 0.13% active; AID 624418;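 note: loss of luciferase light is scored as toxicity; potency is the fitted concentration of half-maximal effect; % is set by controls: 0 for no effect and ±100 for the full control effect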
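Step one: seed cells (200 cells/uL, DMEM with 10% Nu serum, 1% pen-strep). Step two: 12-hour incubation at 37 deg C. Step three: pin 23 nL compound, incubate 24 hr. Step four: add luciferase reagent, read luminescence 12 min later.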
PLK1 PBD block – inhibitors of human PLK1 polo-box domain binding | P53350 | Plk1 PBD binding of FITC phosphopeptide, fluorescence polarization | Potency, µM, for inactives: max response, negative = inhibition, actives largely listed as inhibitors | 360,000 tested, 2.8% active | AID 720504; note: potency is the fitted concentration of half-maximal effect; series mostly up to about 57 µM; % is set by controls: 0 for no effect and ±100 for the full control effect; nearly all actives have a fitted effect of over 65% in size
Target sequence (P53350 whole entry, looked up, the tested form may be a part): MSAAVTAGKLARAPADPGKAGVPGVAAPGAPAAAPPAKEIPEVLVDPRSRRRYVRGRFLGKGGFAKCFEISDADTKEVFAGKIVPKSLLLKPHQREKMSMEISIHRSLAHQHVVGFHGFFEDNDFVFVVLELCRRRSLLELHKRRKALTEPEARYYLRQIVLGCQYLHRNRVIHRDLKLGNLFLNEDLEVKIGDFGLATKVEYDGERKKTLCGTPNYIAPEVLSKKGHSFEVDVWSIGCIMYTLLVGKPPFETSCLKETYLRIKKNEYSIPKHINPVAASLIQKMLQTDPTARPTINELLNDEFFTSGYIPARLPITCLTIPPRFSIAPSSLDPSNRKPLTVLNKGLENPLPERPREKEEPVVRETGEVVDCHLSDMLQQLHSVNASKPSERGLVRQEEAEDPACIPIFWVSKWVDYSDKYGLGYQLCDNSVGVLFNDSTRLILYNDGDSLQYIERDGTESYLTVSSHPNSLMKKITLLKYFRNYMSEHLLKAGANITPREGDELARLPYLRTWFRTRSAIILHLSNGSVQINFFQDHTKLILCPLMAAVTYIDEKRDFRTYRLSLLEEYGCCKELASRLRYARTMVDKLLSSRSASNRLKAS
PI5P4Ka inh – inhibitors of human PI5P4K alpha. 330,000 tested, 1.2% active. max response, %. PI5P4Kalpha enzyme, ADP-Glo luminescence, 60 min; hits give low values. AID 652105. P48426; active = max response of -50% or lower; inconclusive = between -30% and -50%; inactive = -30% or higher; note: value at the top dose of about 77 µM; % is set by controls: 0 for no effect and ±100 for the full control effect
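Controls without substrate or without enzyme flank wells where PI5P4Kalpha converts substrate using 5 microM ATP (final). Incubation lasts 60 minutes at room temperature; ADP formed is read by ADP-Glo luminescence.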
IL-2 act – activates IL-2 in a cell-based reporter assay | 360,000 tested, 0.065% active | IL-2 activation reporter assay, cell-based qHTS; stimulated with anti-CD3/CD4/CD28 beads; in transgenic mouse T cells | activation, % (series mostly up to about 46 µM); in the data active = activation above about 50%; inconclusive = mostly about 30% to 49%; note: 0% is about no effect
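Using fluorescent plate cytometry, EGFP and DsRed are detected in transgenic mouse T cells stimulated 18 h at 37 degrees C with antibody-coated beads after 60 min compound pretreatment.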
WRN helicase inh – blocks human WRN helicase; 360,000 tested, 0.46% active; AID 651768; Potency, µM (series often up to 114 µM), for inactives: top-dose activity change, negative = inhibition, usual class: inhibitors; WRN helicase unwinding, fluorescent forked duplex, kinetic; Q14191; note: potency is the fitted concentration of half-maximal effect; % is set by controls: 0 for no effect and ±100 for the full control effect; nearly all actives have a fitted effect of over 55% in size
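Enzyme (20 nM final) and test compound sit together 15 min at room temperature before substrate addition. Substrate is a single-forked duplex oligonucleotide (100 nM) labelled with fluorophore and quencher, with 2 mM ATP; helicase unwinding raises red fluorescence, read kinetically.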
GLP-1R agonist – agonists of human GLP-1 receptor; 380,000 tested, 0.007% active; HEK293 GLP-1R CRE-luciferase, luminescence, 4-6 h; cells express a hypersensitive GLP-1R form; Potency, µM (top dose mostly 45.6 µM), without a hit: at the highest dose activation, hits mostly activators; P43220; AID 624172; note: potency is the fitted concentration of half-maximal effect; % of control where 0% means no effect
D3 ag – D3 dopamine receptor (human) agonism; P35462; D3R DiscoveRx beta-arrestin cells, luminescence, 90 min; max activation, %; 410,000 tested, 0.58% active; in the data active = max activation above about 30%; note: 0% is about no effect; mostly tested at two doses, the higher about 12 µM
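Agonist mode: compounds and dopamine controls were applied to plated cells for 90 min at 37 degrees C after an overnight attachment at 1500 cells/well. Luminescent read-out followed 30 - 60 minutes at room temperature with DiscoveRx detection reagent.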
Numbers without * were called inactive; ? = inconclusive; . = no result given; & = joins results of further samples; [ ] = remark or other dose. Unless noted, calls come from the whole dose curve; as a rule, active = well fitted curve in the direction sought with a large enough effect; inconclusive = small, poorly fitted or top-dose-only effect, or another doubt; inactive = no such curve, though single readings can be large; an effect the other way counts as inactive or inconclusive.

SMILES	D3 antag	GLP1R inv ag	HEK293 tox	PLK1 PBD block	PI5P4Ka inh	IL-2 act	WRN helicase inh	GLP-1R agonist	D3 ag
O=C(CCNS(=O)(=O)c1cccc2nsnc12)NC1CCCc2ccccc21 (centres undefined)	10	-3%	-2%	-4%	0	-2.6	-1%	1%	0
Cc1cccn2cc(CCNS(=O)(=O)c3cccc([N+](=O)[O-])c3)nc12	-8	0%	1%	-2%	6	0.0	-3%	8%	2
COc1ccccc1CNc1ccc(CNc2ncn[nH]2)cc1	7	-23%	5%	-4%	-2	-0.6	-10%	0%	6
CCC(=O)Nc1nnc(-c2ccc(Cl)s2)o1	-7	3%	1%	-10%	0	-0.2	5%	-8%	-2
O=C(CCN1C(=O)C2C3C=CC(C3)C2C1=O)Nc1ccccn1 (centres undefined)	1	0%	-4%	2%	-7	-0.8	6%	-5%	1
CN(C)S(=O)(=O)c1ccc(N2CCCC2)c(C(=O)NC2(C)CCS(=O)(=O)C2)c1 (centres undefined)	6	1%	7%	-1%	2	1.7	-7%	-11%	2
O=C(Nc1ccccc1OC(F)F)c1ccc(Br)o1	61	-6%	5%	-5%	4	-1.5	-15%	11%	6
COc1ccccc1NC(=O)N[C@@H](Cc1c[nH]c2ccccc12)C(=O)NN	10	?	2%	?	1	-0.6	2%	12%	-7
CC(=O)Nc1ccc(S(=O)(=O)Oc2ccc(Br)cc2C(=S)N2CCOCC2)cc1	?	-16%	6%	-18%	1	-2.6	-22%	3%	-25
COc1ccc(N2CCN(C(=O)COC(=O)CCS(=O)(=O)c3ccc(C)cc3)CC2)cc1	10	0%	5%	-2%	3	-0.2	-1%	-14%	2
COCCCNC(=S)N/N=C/c1ccc(N(C)C)cc1	6	?	?	-17%	1	1.1	-4%	11%	-2
O=C1NC(=O)C(c2ccccc2)(c2ccccc2)N1	3&-3	-4%&-4%	3%&5%	3%&0%	-1&3	-0.5&0.6	-2%&6%	-5%&2%&12%	18&11&8
O=C(COC(=O)CNC(=O)c1ccccc1)Nc1cccc(Br)c1	-2	21%	-1%	-5%	-2	-0.9	4%	-10%	5
O=c1cc(-c2ccccc2)[nH]n2cnnc12	-2	6%	13%	-11%	?	-0.4	-3%	1%	9
CC1(C(=O)NCc2ccc(F)c(F)c2)Cc2c(-c3ccccc3)ccnc2O1 (centres undefined)	0	?	-5%	-13%	4	-0.2	-9%	6%	-10

Entries of single compounds, quoted from the list. Screens in order: D3 antag	GLP1R inv ag	HEK293 tox	PLK1 PBD block	PI5P4Ka inh	IL-2 act	WRN helicase inh	GLP-1R agonist	D3 ag
COc1ccc(N2CCN(C(=O)COC(=O)CCS(=O)(=O)c3ccc(C)cc3)CC2)cc1 reads 10	0%	5%	-2%	3	-0.2	-1%	-14%	2
COCCCNC(=S)N/N=C/c1ccc(N(C)C)cc1 reads 6	?	?	-17%	1	1.1	-4%	11%	-2
O=C(CCNS(=O)(=O)c1cccc2nsnc12)NC1CCCc2ccccc21 (centres undefined) reads 10	-3%	-2%	-4%	0	-2.6	-1%	1%	0
O=C(Nc1ccccc1OC(F)F)c1ccc(Br)o1 reads 61	-6%	5%	-5%	4	-1.5	-15%	11%	6

(cont.)
SMILES	D3 antag	GLP1R inv ag	HEK293 tox	PLK1 PBD block	PI5P4Ka inh	IL-2 act	WRN helicase inh	GLP-1R agonist	D3 ag
COCCSc1nnc(NC(=O)CSc2ccccc2)s1	-19	2%	9%	-8%	.	-2.9	1%	-1%	-9
CCOC(=O)c1cc2c(=O)n3ccccc3nc2n(CCOC)c1=NC(=O)c1c(-c2c(F)cccc2Cl)noc1C	9	?	28%&17%	1%	-5	-0.2	-5%	-1%	5&-4
O=C(COc1ccccc1F)N1CCN(S(=O)(=O)/C=C/c2ccccc2)CC1	11	-8%	-1%	-1%	3	-0.1	-4%	-1%	3
CCCOCCc1nnc(N)s1	15	-4%	-6%	-3%	3	1.4	1%	0%	19
O=C(NCc1ccccn1)C1CCC(=O)N1C1CCCCC1 (centres undefined)	-17	17%	9%	-14%	-1	-0.6	0%	-4%	2
Cc1cc(C)n(CC(=O)NNC(=O)c2ccc(NC(=O)CC#N)cc2)n1	9	12%	1%	-5%	-5	0.9	1%	-3%	3
O=C(COC(=O)C12CC3CC(CC(Cl)(C3)C1)C2)Nc1ccccc1	23	?	9%	5%	3	-0.4	-8%	12%	0
Cc1ccc(NS(=O)(=O)c2cccc3nsnc23)cc1[N+](=O)[O-]	-18	1%	-6%	-18%	-7	-4.6	-4%	0%	-5
COc1ccc(Nc2ncc(C#N)c(N)n2)c(OC)c1	4	34%	17%	?	-2	0.5	-24%	8%	-2
O=c1/c(=C/c2cccc3ccccc23)sc2ncnn12	4	4%	3%	?	.	-0.9	-6%	-9%	-4
CCOc1ccc(CCNC(=O)COC(=O)c2cccc(N(C)C)c2)cc1OCC	1	1%	7%	-2%	12	-1.5	3%	29%	4
CCC(C)(C(=O)Nc1ccc2c(c1)OCCO2)N(C(C)=O)c1ccc(C(N)=O)cc1 (centres undefined)	16	0%	-1%	-3%	-3	-2.4	1%	-6%	-6
O=C(NNC(=O)c1ccco1)Nc1ccccc1	-2	14%	1%	1%	-5	2.4	-6%	-5%	6
CCOC(=O)c1cc(CC)sc1NC(=O)CC1SC(N)=NC1=O (centres undefined)	-4	19%	3%	-6%	1	-0.6	-4%	11%	1
CCC1=NN2C(=N)/C(=C/c3ccc(OS(=O)(=O)c4ccc(C)cc4)c(OC)c3)C(=O)N=C2S1	5	5%	12%	15µM*	-16	-0.3	-10%[11.6 µM]	5%	3
CC(C)=C(NC(=O)c1ccccc1)C(=O)N1CCOCC1	10	0%	-10%	-3%	.	-1.8	-7%[57.1 µM]	-1%	1
O=C(Nc1cccc(C(F)(F)F)c1)C1Cc2c(-c3ccco3)ccnc2O1 (centres undefined)	17	-10%	0%	1%	-6	-0.6	-5%	24%	-1
CCOC(=O)N1CCC(NC(=O)CCC(=O)c2ccccc2)CC1	0	13%	-3%	-1%	-6	0.0	6%	-3%	5
Cn1c(=O)c2c(nc(Cl)n2Cc2ccncc2)n(C)c1=O	9	-1%	4%	-1%	.	0.5	-10%	2%	4
O=C(/C=C/c1ccc(F)cc1)NCCC1=CCCCC1	-30	?	5%	-3%	-4	-3.1	-4%	7%	-5
O=C(Cn1cnc2ccccc21)OCC(=O)N1CCCc2ccccc21	35	-19%	-4%	1%	-3	-2.7	0%	-9%	2
CCC1(C)Cc2ccccc2-c2nc(-c3ccccc3)oc(=O)c21 (centres undefined)	11	0%	1%	2%	.	-3.0	-4%	2%	-4
CC1(C)CNC(=O)CC(C)(C)N1	-4	4%	-6%	-9%	2	-0.9	8%	-3%	-2
COc1ccc(/C=C2\C(=O)NC(=O)c3ccccc32)cc1OC	5	15%	3%	4.7µM*	-2	-0.3	-12%	-4%	-13
O=C(CN1C(=O)/C(=C2/SC(=S)N(CCS(=O)(=O)O)C2=O)c2ccccc21)Nc1cccc(C(F)(F)F)c1	9	12%	7%	11µM*	-59*	0.5	18µM*	1%	11
Nc1nonc1-n1nnc(C(=O)N/N=C/c2ccccc2F)c1CN1CCOCC1	5	26%	-11%	-29%	10	3.4	-7%	19%	1
O=C(Nc1cccc(-n2cnnn2)c1)c1cccs1	-1	13%	0%	2%	6	0.6	2%	17%	3
Oc1c(Cl)cc(Cl)cc1C1=NNC(c2ccc(Cl)cc2)C1 (centres undefined)	-64*	?	32%[activator]	-17%	1	-0.6	-8%	-1%	-22
O=C(Nc1ccc(F)cc1)c1cc(S(=O)(=O)Nc2ccc(F)cc2)cs1	-9	10µM*	-30%	-9%	2	-0.4	-12%	-17%	0
COc1ccc(-c2nnc(SC(C)C#N)o2)cc1 (centres undefined)	-7	3%	-10%	-3%	3	0.8	3%	-7%	-3
COc1ccc(S(=O)(=O)N2CCN(C(=O)CCOc3ccccc3)CC2)cc1OC	14	5%	-7%	-6%	8	-0.3	-3%	10%	-1
CC(C)NC(=O)N1CCOCCOCCN(C(=O)NC(C)C)CCOCCOCC1	33	-1%	-2%	-3%	1	-3.2	-21%[57.1 µM]	-2%	0
COc1ccc(C(=O)CC(Nc2ccc([N+](=O)[O-])cc2)c2ccc(OC)cc2)cc1 (centres undefined)	-29	?	-18%	-3%	.	0.0	-11%	-17%	-14
CCOC(=O)C(=CNc1cccnc1Oc1ccc(C)c2c1CCC2)C(=O)OCC	67	7%	8%	3%	18	-0.3	-22%	1%	37*
Cc1ccc(CN2CCN(CC(=O)N/N=C/c3ccc(C)o3)CC2)cc1	?	-23%	-7%	-17%	0	-0.1	-1%	1%	-22
Cc1cc(C)cc(N2CC(C)(C)C2=O)c1	8	8%	13%	-12%	2	3.9	-5%	7%	6
CC(Nc1cccc([N+](=O)[O-])c1)C(=O)Nc1ccc(S(=O)(=O)N2CCCC2)cc1 (centres undefined)	-6	?	-9%	-1%	3	-3.6	1%	-6%	-2
CC1(C)OC2OC(C(=O)N/N=C/c3cc(Br)ccc3O)C3OC(C)(C)OC3C2O1 (centres undefined)	2	-28%	-1%	-19%	-6	0.7	-3%	16%	13
C=C1c2ccccc2O[C@H](C(=O)OCC)[C@@H]1C1CCCCC1	0	?	-4%	-4%	5	2.4	-6%	5%	-12
COc1ccc(-c2cc3c(c4c2ccn4C)C2CCC3O2)cc1OC (centres undefined)	-6	1%	1%	-6%	2	-0.8	-8%	0%	4
COc1ccccc1-n1c(-c2ccccc2)c[nH]c1=S	-15	6%	-3%	-3%	-10	0.9	5%	-4%	-3
Cc1ccc(/C(N)=N/OC(=O)CCCc2ccccc2)cc1	1	0%	4%	0%	13	0.7	-1%	2%	-7
O=C(CCc1ccccc1)NNC(=O)Nc1ccc(Br)cc1	19	1%	-9%	4%	-2	-2.6	-11%	-1%	-11
O=C(CCCn1c(=O)[nH]c2cc(Cl)ccc2c1=O)NCCC1=CCCCC1	-6	2%	-10%	-2%	.	2.1	7%	-4%	1

Screening data: PubChem, National Center for Advancing Translational Sciences (NCATS)
